# TLR9-MyD88 block: inhibitors of human TLR9-MyD88 binding | Q9NR96+Q99836 | CHO BLA complementation TLR9-MyD88, CCF4 FRET ratio | inhibition, % at 4.98 µM | 0.21% of 340,000 active | AID 504734;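 active means inhibition above the mean over all tested compounds plus 3 SD, cut at about 21% in these data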;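 further: 0% = DMSO only wells and 100% = clavulanate BLA inhibitor control wells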
# MC4R ag barr: human MC4R agonism via beta-arrestin; U2OS MC4R beta-arrestin complementation, luminescence; percent of melanotan II response, DMSO zero; 0.98% of 360,000 active; activation, % at 8.9 µM; P32245;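 active means activation above a per-plate cutoff, the mean activation of sample wells on that plate plus 3 SD, cut at about 8% in these data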
# ABHD5-PLIN5 inh: ABHD5-PLIN5 protein interaction inhibition; inhibition, % at 4 µM; AID 602281; 0.78% of 360,000 active; Split G. princeps luciferase complementation, luminescence, 4 h; Q00G26+Q8WTS1;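 active means inhibition above the mean inhibition across every tested compound plus 3 SD, cut at about 22% in these data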;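 further: 0% = DMSO only wells and the 100% control is not disclosed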
# NCOA2 inhibitor: human SRC2 (NCOA2) inhibition | 0.17% of 370,000 active | Q15596 | HEK293 GAL4-SRC2 luciferase reporter, luminescence | inhibition, % at 9 µM;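 active means inhibition above the mean inhibition of all tested compounds plus 3 SD, set per campaign, cut at about 52% in these data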;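 further: 0% = DMSO treated cells and 100% = cells given Gossypol at 36 µM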
# m5-HT2A agonist: agonists of mouse serotonin 5-HT2A receptor (HTR2A). P35363. CHO-K1 mHTR2A beta-arrestin complementation, luminescence; percent of 30 µM serotonin response. activation, % at 7.6 µM. 0.66% of 360,000 active;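 active means activation above a run cutoff, the mean activation of all tested compounds plus 3 SD, cut at about 14% in these data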;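 further: 0% = plate median of compound wells and 100% = 30 µM serotonin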
# Target sequence (P35363 whole entry, looked up): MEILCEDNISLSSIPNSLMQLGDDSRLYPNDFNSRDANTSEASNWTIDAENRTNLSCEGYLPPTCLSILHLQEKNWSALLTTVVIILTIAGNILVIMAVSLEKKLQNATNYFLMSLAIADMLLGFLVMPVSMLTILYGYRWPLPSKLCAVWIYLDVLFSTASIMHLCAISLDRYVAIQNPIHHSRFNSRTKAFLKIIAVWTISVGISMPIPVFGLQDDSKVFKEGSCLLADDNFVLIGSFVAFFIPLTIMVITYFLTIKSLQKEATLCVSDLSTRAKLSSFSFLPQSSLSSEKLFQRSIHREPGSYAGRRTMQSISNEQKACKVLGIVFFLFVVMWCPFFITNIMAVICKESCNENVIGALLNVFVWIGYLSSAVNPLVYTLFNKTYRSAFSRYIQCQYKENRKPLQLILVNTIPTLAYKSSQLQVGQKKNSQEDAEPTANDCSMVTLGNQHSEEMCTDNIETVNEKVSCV
# Cardio protect: myocardial damage modulation in H9c2 cells | 0.63% of 360,000 active | protection from H2O2 cell death, % at 20 µM | H9c2 cardiomyocytes, H2O2 injury protection, ATPLite, 2 h;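 active means compounds giving at least 50% protection of heart cells from peroxide-induced death in the single-dose screen, raw or plate-pattern-corrected value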;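 further: 0% = DMSO wells with peroxide and 100% = DMSO wells without peroxide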
# ABCB6 inh 2: inhibitors of human ABC transporter ABCB6; fluorescence ratio to DMSO, % at 10 µM; AID 602162; K562-ABCB6 porphyrin accumulation, flow cytometry, 1 h; stronger effect = lower value; 0.19% of 360,000 active;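 active means fluorescence ratio to DMSO below 75%, the collection mean minus 3 SD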;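 further: signal is porphyrin accumulated inside mitochondria; 100% equals median channel fluorescence of DMSO control wells; lower ratio means ABCB6 inhibition with less porphyrin fluorescence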
# MC4R antagonist: human MC4R antagonism in cAMP assay. inhibition, % at 6.5 µM. P32245. 0.48% of 360,000 active. MC4R-expressing cells, MTII-stimulated cAMP, LANCE TR-FRET;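 active means inhibition above its plate's cutoff, the mean of tested wells on that plate plus 3 SD, cut at about 29% in these data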;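 further: 0% = Melanotan II alone and 100% = Melanotan II plus saturating MCL0020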
#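 Assay system: human MC4R-expressing U2OS cells; reagent: Melanotan II stimulation of cells; dosing: 6.5 µM single dose; timing: compound 30 min, challenge 1 h, detection 1 h; signal: TR-FRET cAMP assay; replicates: one well per compound, no replicates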
# N-glyco inh: blocks N-linked glycosylation in D54 reporter cells; reporter increase, % at 12.5 µM; 0.23% of 360,000 active; D54 ERlucT glycosylation luciferase reporter, 24 h; percent of 100 nM tunicamycin response;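 active means mean luciferase reporter signal, scaled so untreated is 0 and the glycosylation-blocking control 100, at or above a set limit in every replicate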;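 further: luciferase carries N-glycosylation sites so blocking glycosylation raises the light; 0% = median of neutral control wells and 100% = median of 100 nM tunicamycin wells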
# NOD2-RIPK2 inh: blocks binding of human NOD2 to RIPK2; CHO BLA complementation NOD2-RIPK2, CCF4 ratio; inhibition, % at 4.98 µM; 0.38% of 360,000 active; in the data active means inhibition above about 21%;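 further: 0% = vehicle only and 100% = reference blocker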
# Target sequence (O43353 whole entry, looked up): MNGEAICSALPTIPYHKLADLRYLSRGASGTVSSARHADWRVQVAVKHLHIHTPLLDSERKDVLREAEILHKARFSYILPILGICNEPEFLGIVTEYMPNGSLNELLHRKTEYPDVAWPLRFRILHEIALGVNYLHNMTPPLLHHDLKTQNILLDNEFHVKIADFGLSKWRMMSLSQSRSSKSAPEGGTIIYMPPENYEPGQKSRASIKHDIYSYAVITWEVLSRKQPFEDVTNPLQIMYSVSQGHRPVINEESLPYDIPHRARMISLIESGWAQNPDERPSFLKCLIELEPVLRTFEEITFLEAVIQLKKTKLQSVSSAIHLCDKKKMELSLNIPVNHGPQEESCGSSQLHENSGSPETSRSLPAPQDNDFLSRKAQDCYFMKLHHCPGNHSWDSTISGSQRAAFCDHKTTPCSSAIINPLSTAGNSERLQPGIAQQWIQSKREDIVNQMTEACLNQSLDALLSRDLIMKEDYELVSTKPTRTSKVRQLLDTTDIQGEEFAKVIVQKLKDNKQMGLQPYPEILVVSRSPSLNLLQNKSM
# * = called active by the depositor; . = no result given. Only part of the results is shown; count on the stated rates, not on these rows.
SMILES,TLR9-MyD88 block,MC4R ag barr,ABHD5-PLIN5 inh,NCOA2 inhibitor,m5-HT2A agonist,Cardio protect,ABCB6 inh 2,MC4R antagonist,N-glyco inh,NOD2-RIPK2 inh
O=C(Nc1ccc2c(c1)OCCO2)C1CCN(S(=O)(=O)c2cccc3nsnc23)CC1,3,-2.7,5,-14,2,20,90,4,0,-3
OCCN1CCN(C2CCC(c3ccc(F)cc3)c3ccc(F)cc32)CC1 (configuration not stated),-1,9.0*,16,15,-10,6,97,6,4,-9
Cc1cccnc1NC(=O)CN1C(=O)c2ccccc2S1(=O)=O,-7,-3.4,4,12,-3,1,95,2,1,-2
COc1ccc(C(CNC(=O)c2oc3cc(C)c(Cl)cc3c2C)N2CCCCC2)cc1 (configuration not stated),0,2.8,-3,.,-5,-10,101,-4,-7,-3
Oc1ccc(N=Cc2sc3ccccc3c2Cl)cc1,1,0.7,-15,-26,3,-10,101,-2,2,-8
COc1ccccc1CNS(=O)(=O)CC12CCC(CC1=O)C2(C)C (configuration not stated),-2,-1.9,-2,-13,1,-3,97,1,0,-1
CCc1noc(C)c1C(=O)N1CCN(c2cccc(Cl)c2)CC1,-13,-0.5,3,-8,3,1,97,12,2,-2
COc1ccc(C(=O)N(C)C2CCCc3ccccc32)cc1OC1CCN(C(C)C)CC1 (configuration not stated),-4,-2.2,-5,-15,-8,-11,94,-5,-4,1
Cc1ccc(OCC(=O)Nc2ccccc2N2CCOCC2)c(C)c1,1,3.3,-10,8,-3,8,92,0,-5,1
CC(C)(C)NC(=O)C[C@H]1C[C@H](C(=O)N2CCCCC2)[C@@]2(CCc3ccccc3)c3[nH]c4ccc(Cl)cc4c3CCN2C1=O,-7,-0.9,-5,2,-1,-4,100,-4,-7,-5
O=c1oc2ccccc2c(Nc2ccc(F)cc2)c1[N+](=O)[O-],-7,-1.5,8,7,-7,-9,100,-7,0,0
COC(=O)N1C(=O)[C@](c2ccccc2)(C2CCCC2)N1C(=O)OC,-10,-0.6,3,34,9,80*,101,-5,-2,4
O=C1CSC(c2ccncc2)N1Cc1ccccc1 (configuration not stated),2,-0.8,-1,11,2,0,101,-2,2,-9
O=S1(=O)CC(N2CCN(CCO)CC2)CN1Cc1ccc(F)cc1 (configuration not stated),.,.,1,-26,2,3,97,.,1,-12
CC1CCC(NC(=O)CC(NC(N)=O)c2ccccc2Cl)CC1 (configuration not stated),1,-0.9,0,-6,-1,5,103,1,-2,-4
c1ccc(-n2nnnc2CN2CCOCC2)cc1,1,1.5,7,-7,3,2,91,-6,4,-7
C/C(=N/NC(=O)c1sc(=S)n(C)c1C)c1ccccc1,2,-2.2,3,2,1,5,99,-2,3,-6
CC(C)(C)C(=O)c1cn(CC(=O)NCc2ccc3c(c2)OCO3)c2ccccc12,-3,0.4,-3,-3,-1,12,89,15,1,-5
O=C(NCc1ccc(F)cc1)C(=O)NCC1OCCN1S(=O)(=O)c1ccc2c(c1)OCCO2 (configuration not stated),-1,-1.8,-1,14,9,-6,97,7,1,-8
CCCCN(C(=O)NC(=O)Nc1ccccc1OC)S(C)(=O)=O,-12,1.0,-5,0,2,5,106,22,1,-11
O=C(COC(=O)c1ccc(Cl)nc1)Nc1ccccc1OC(F)F,6,-2.4,0,7,10,2,99,6,1,-4
CC1CC(C)CN(C(=O)c2ccc(NS(=O)(=O)c3ccc4[nH]c(=O)[nH]c4c3)cc2)C1 (configuration not stated),-8,0.9,-6,0,7,1,99,5,1,-9
COC(=O)C1=C(C)N=C2SCCC(=O)N2C1c1ccc(C(=O)OC)cc1 (configuration not stated),-4,-1.5,-3,-3,0,3,97,-1,1,-11
CCN(Cc1ccccc1)C(=O)CSc1nc(C)cc(=O)[nH]1,4,-3.4,-3,12,11,7,99,-4,0,-11

# Laid out differently: entries from further up
Molecule: CC1CC(C)CN(C(=O)c2ccc(NS(=O)(=O)c3ccc4[nH]c(=O)[nH]c4c3)cc2)C1 (configuration not stated)
  TLR9-MyD88 block: -8; MC4R ag barr: 0.9; ABHD5-PLIN5 inh: -6; NCOA2 inhibitor: 0; m5-HT2A agonist: 7; Cardio protect: 1; ABCB6 inh 2: 99; MC4R antagonist: 5; N-glyco inh: 1; NOD2-RIPK2 inh: -9

Molecule: COC(=O)C1=C(C)N=C2SCCC(=O)N2C1c1ccc(C(=O)OC)cc1 (configuration not stated)
  TLR9-MyD88 block: -4; MC4R ag barr: -1.5; ABHD5-PLIN5 inh: -3; NCOA2 inhibitor: -3; m5-HT2A agonist: 0; Cardio protect: 3; ABCB6 inh 2: 97; MC4R antagonist: -1; N-glyco inh: 1; NOD2-RIPK2 inh: -11

# Additional entries:
SMILES,TLR9-MyD88 block,MC4R ag barr,ABHD5-PLIN5 inh,NCOA2 inhibitor,m5-HT2A agonist,Cardio protect,ABCB6 inh 2,MC4R antagonist,N-glyco inh,NOD2-RIPK2 inh
Cc1ccc(S(=O)(=O)N2CCC(C(=O)Nc3ccncc3)CC2)cc1,2,-0.9,14,-3,2,-5,98,10,1,-9
CN(C)S(=O)(=O)c1cc(NC(=O)CN2CCN(c3ccccc3F)CC2)ccc1Cl,3,-1.1,-1,-2,4,1,99,-2,-1,-3
Cc1nsc2nc3c(F)c(F)c(F)c(F)c3cc12,-7,-2.1,-3,-5,6,-10,99,7,2,2
CC1(NC(=O)c2cc(S(=O)(=O)N3CCCCC3)ccc2Cl)CCS(=O)(=O)C1 (configuration not stated),7,-1.7,0,-21,-1,0,94,1,3,-9
CCCCNC(=O)N1CCc2ccccc2C1,5,-0.9,-3,-15,-5,3,97,1,1,-4
COc1ccc(C(=O)SC2=NCCS2)cc1,2,0.6,-3,0,4,-3,88,11,2,-8
Cc1sc2nc(COC(=O)c3cccc(OC(F)F)c3)[nH]c(=O)c2c1C,-9,8.2,-1,4,-3,5,96,8,0,-6
O=C1OC(C(Cl)(Cl)Cl)Nc2ccccc21 (configuration not stated),.,.,0,-2,-3,1,94,.,4,-8
Cc1ccc(-c2noc(C3CCCN(C(=O)c4cccc(F)c4)C3)n2)cc1 (configuration not stated),4,0.1,-3,-2,1,-12,91,17,3,3
COc1cc(C(=O)N2CCN(C/C=C/c3ccccc3)CC2)cc(OC)c1OC,-10,-0.8,3,-5,0,1,96,0,2,-4
Cc1ccccc1N(CC(=O)NC(C)(C)C)C(=O)CCC(=O)Nc1nccs1,-10,0.2,1,-33,1,-2,97,14,2,4
O=C(O)/C(=C\c1ccc(Cl)cc1)c1ccc(S(=O)(=O)N2CCCC2)s1,-4,1.0,11,20,-4,0,100,1,1,-2
C/C(Nc1cccc(F)c1)=C(/C#N)C(N)=O,6,0.4,4,15,3,-5,98,2,4,-3
CCC(CC)NC(=O)COC(=O)c1ccc(OCc2ccc(C(C)=O)cc2OC)c(OC)c1,-3,2.2,1,-19,0,12,98,11,0,-3
Cc1ccc(-c2nc(C)c(C(=O)O)s2)cc1,-4,-1.8,2,-25,-4,1,101,3,-10,-8
CNc1cncc(-c2ccc(OC)cc2)n1,.,-2.2,1,-21,2,-4,97,10,-2,-2
O=S1(=O)N=C(N/N=C/c2ccccn2)c2ccccc21,1,-2.0,11,-15,9,26,97,-1,4,-13
CCCS(=O)(=O)NC(=O)C1(C)CCN(C(=O)c2ccccc2OC(F)(F)F)C1 (configuration not stated),.,-0.7,1,6,4,3,105,1,0,-3
O=C(Cc1ncc(C(F)(F)F)cc1Cl)Nc1ccc(F)cc1,4,0.5,-3,-42,5,14,92,7,1,-4
Cc1ccccc1NC(=S)/C(=C(\[O-])c1cc(C)n(Cc2ccccc2Cl)c1C)[n+]1ccccc1,3,-3.9,0,-33,-2,-6,98,-5,-4,1
CC1Cc2nc(SCC(=O)Nc3ccc(F)cc3F)n(C)c(=O)c2S1 (configuration not stated),2,-0.7,-10,-18,-5,7,102,22,2,0
CC1CN(S(=O)(=O)c2cccc(C(=O)Nc3cc(Cl)ccc3N3CCOCC3)c2)CC(C)O1 (configuration not stated),2,-3.7,-4,15,1,7,95,15,-3,-11
CCCCC(=O)Nc1ccccc1C#N,-7,0.5,-1,-5,0,2,101,-5,-2,-7
O=S(=O)(c1cccc2cccnc12)N1CCN(c2ccccc2)CC1,7,-2.0,2,-9,-6,0,96,6,-1,6
CC1=C(C(=O)N2CCOCC2)CC(CC(=O)NC(c2ccccc2)c2ccccc2)C(=O)N1Cc1ccc(F)cc1 (configuration not stated),0,-0.8,-4,-8,1,12,98,-3,-1,-4
COc1ccc(S(=O)(=O)n2[nH]c(=O)c(CCO)c2C)c([N+](=O)[O-])c1,13,0.6,-10,-10,3,5,98,15,0,1
CC(C)NS(=O)(=O)c1ccc(OCC(=O)Nc2ccc3c(c2)OCO3)cc1,-9,-2.5,5,-21,-5,6,101,-7,-3,-10
CC(C)C(=O)Nc1nnc(CCc2nnc(NC(=O)C(C)C)s2)s1,4,-0.3,7,22,4,2,95,-2,2,6
Cc1cc(NC(=O)c2ccc(N3C(=O)CCC3=O)cc2)no1,0,1.4,-6,-7,-2,-1,86,13,1,-2
COc1ccc(CN2C(=O)CC(C(=O)NCCc3ccc(S(N)(=O)=O)cc3)SC2=Nc2ccccc2)cc1 (configuration not stated),-10,-0.3,11,-12,-7,8,100,14,-5,-6
COc1ccc(NC(=O)CN(C)CC(=O)Nc2ccc(Cl)cc2[N+](=O)[O-])cc1,-1,0.7,7,-6,1,-11,100,-4,-1,-10
CCN1CCN(CCCNC(=O)c2cc3c(s2)-c2ccccc2OC3)CC1,12,-2.2,11,-17,-11,13,100,7,-7,3
Cc1cc(C)c(NC(=O)C2CC(=O)N(C3CCCC3)C2)c(C)c1 (configuration not stated),5,1.2,-3,-28,-2,5,92,2,-2,-5
CN1CCN(/C=N/C2=C(C#N)C(c3ccccc3)C3=C(CC(C)(C)CC3=O)O2)CC1 (configuration not stated),-5,-0.5,-5,-15,-6,4,100,2,0,-1
Cc1cccc(C)c1NC(=O)CN(C)CC(=O)Nc1cc(Cl)ccc1C#N,6,-2.0,4,3,2,-1,90,12,2,-5
N#Cc1cccc(NC(=O)CNc2cccc(S(=O)(=O)N3CCCCC3)c2)c1,4,-1.3,-9,8,-8,-3,96,22,-1,6
CC(C)OC(=O)CSc1nc2c(c(C3CC=CCC3)c1C#N)CCC2 (configuration not stated),-5,0.5,10,10,5,-15,100,1,2,-7
CC(C)(C)OC(=O)N[C@@H](C(=O)OC(C)(C)C)c1ccc2c(c1)OCO2,-4,-1.6,6,-1,0,6,94,7,1,3
COc1cc(-c2nc(-c3ccc(NC(=O)c4ccc(Br)o4)cc3)no2)cc(OC)c1OC,-6,4.7,1,-40,3,43,85,14,-3,-5
CC(C)(C)Cc1c(-c2ccc(Br)cc2)nc2ccc(Br)cn12,-4,3.7,-8,-22,1,-16,101,-4,-5,-8
Cc1ccc(N2CCN(C(=O)c3cc(-c4ccc(F)cc4)[nH]c3C)CC2C)cc1 (configuration not stated),9,2.6,-7,-11,3,-9,104,8,4,1
Cn1[nH]c(-c2ccccc2)c(/C=N/O)c1=O,.,-2.0,-5,1,-1,1,100,15,1,-12

# Compound activity (PubChem BioAssay)
